Source: PubChem
GPR151 ag: activates the human receptor GPR151; AID 1508602; activation, % at 11.2 µM; actives 1% (n = 650,000); PathHunter beta-arrestin GPR151 cells, luminescence; in the data active means activation above about 4.9%;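 further: 0% = median of compound wells and 100% = cells with positive control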
Target sequence (Q8TDV0 whole entry, looked up): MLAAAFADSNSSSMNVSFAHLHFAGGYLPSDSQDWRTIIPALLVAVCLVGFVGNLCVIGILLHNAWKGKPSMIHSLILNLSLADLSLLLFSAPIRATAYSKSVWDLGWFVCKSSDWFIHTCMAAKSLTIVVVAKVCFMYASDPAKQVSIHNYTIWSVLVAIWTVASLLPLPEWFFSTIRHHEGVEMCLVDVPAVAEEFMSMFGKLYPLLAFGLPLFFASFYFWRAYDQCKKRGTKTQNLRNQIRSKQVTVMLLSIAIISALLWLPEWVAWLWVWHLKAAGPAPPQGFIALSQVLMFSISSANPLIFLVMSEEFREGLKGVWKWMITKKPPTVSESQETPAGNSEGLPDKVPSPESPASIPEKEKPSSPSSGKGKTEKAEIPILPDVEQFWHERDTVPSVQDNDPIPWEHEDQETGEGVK
MITF primary: blocks human microphthalmia-associated transcription factor. O75030. AlphaScreen MITF homodimerization, bead proximity signal. inhibition, % at 2.6 µM. actives 0.91% (n = 650,000). AID 1259374; in the data active means inhibition above about 50%;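 further: 0% = vehicle wells with protein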
Target sequence (O75030 whole entry, looked up): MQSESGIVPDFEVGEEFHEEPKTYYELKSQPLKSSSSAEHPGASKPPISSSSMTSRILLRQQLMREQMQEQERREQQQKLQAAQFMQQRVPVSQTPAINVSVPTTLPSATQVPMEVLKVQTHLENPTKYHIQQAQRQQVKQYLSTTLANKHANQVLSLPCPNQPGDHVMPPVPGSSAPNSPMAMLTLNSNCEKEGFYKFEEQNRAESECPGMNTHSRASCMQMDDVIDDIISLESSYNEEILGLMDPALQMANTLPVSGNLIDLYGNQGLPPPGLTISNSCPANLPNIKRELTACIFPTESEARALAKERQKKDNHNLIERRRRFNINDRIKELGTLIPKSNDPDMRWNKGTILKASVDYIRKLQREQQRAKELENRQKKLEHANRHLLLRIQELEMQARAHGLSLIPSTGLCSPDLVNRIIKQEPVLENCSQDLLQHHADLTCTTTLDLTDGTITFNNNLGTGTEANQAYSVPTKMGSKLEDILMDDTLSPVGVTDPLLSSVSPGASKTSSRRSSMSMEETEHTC
TEAD-YAP inh: TEAD-YAP interaction inhibition; inhibition, % at 9.12 µM; AID 1259422; HEK-TIYL cells, TEAD-Gal4/YAP UAS-luciferase luminescence; actives 1.4% (n = 640,000); in the data active means inhibition above about 32%;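 further: 0% = median of test compound wells and 100% = reference inhibitor wells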
FBW7 act: activators of human E3 ligase FBW7. Q969H0. normalized activity (activation), % at 26.1 µM. actives 0.13% (n = 650,000). AlphaScreen FBW7–phospho-cyclin E peptide binding, activator screen; in the data active means normalized activity above about 1.9%;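 further: purified mutant Fbw7 with reduced substrate affinity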
* = called active by the depositor.

Every second line gives: GPR151 ag	MITF primary	TEAD-YAP inh	FBW7 act
O=C(NNc1ccccn1)Nc1ccc(Cl)cc1
  6.5*	-3	-8	0.4
CCn1cc(C(=O)N2CCCCC2c2nc3cc(C)c(C)cc3[nH]2)cn1 (stereo unspecified)
  2.3	5	13	-0.1
Cc1ccc2nc(-c3ccccc3)nc(-c3cccc([N+](=O)[O-])c3)c2c1
  1.0	4	5	0.0
COC(=O)c1c(C=O)c2ccccc2n1S(C)(=O)=O
  0.5	-1	-2	-0.1
CCCCCCC1CCC(C(=O)Oc2ccc(OCC)cc2)CC1 (stereo unspecified)
  -1.5	4	0	0.2
COc1ccc(S(=O)(=O)N(CC(=O)NCc2ccccc2OC)c2ccc(C)cc2)cc1
  -1.6	13	2	0.1
CCOC(=O)/C(=C\c1ccc(-c2ccccc2)o1)C(C)=O
  -1.1	8	9	0.2
CN(c1ccccc1)c1ccc(/C=C/[N+](=O)[O-])cc1
  -1.0	-7	34*	-0.1
CCOc1ccc(Nc2nc(-c3ccc(OC)c(OC)c3)c(CC(=O)O)s2)cc1
  0.6	0	34*	-0.3
COC(=O)Nc1c(-c2ccccc2)nc2ccc(Cl)cn12
  -0.4	-2	-9	0.0
CC(=O)c1cccc(-c2cnn3c(N(C)Cc4ccccc4)ccnc23)c1
  0.5	-11	-9	-0.1
c1cncc(CCNc2ccc3ncc(-c4cc5ccccc5s4)n3n2)c1
  -0.4	14	73*	-0.1
Cc1ccc(OCc2nn3c(Cc4ccccc4)nnc3s2)cc1
  -0.2	10	-6	-0.1
CCOC(=O)c1cnc2cc(-c3ccc(Cl)cc3)nn2c1N
  -0.2	4	-20	0.2
CC(C)N(CCNc1nc(N2CCN(c3ccccn3)CC2)nc2c1ncn2-c1ccsc1)C(C)C
  -2.3	15	28	-0.1
COc1nc(NCCO)nc(-c2c(C)noc2C)n1
  0.3	6	-4	0.0
O=C(O)c1cccc(N2C(=O)C3C4CCC(C4)C3C2=O)c1 (stereo unspecified)
  -0.7	-4	2	0.5
COc1ccc2c(=O)c(-c3ccc(Cl)cc3)c(C(F)(F)F)oc2c1
  0.5	-4	-31	0.2
CCC(O)(CC)C(=O)NN(C(=O)c1csc(C)c1)c1ccccc1
  1.1	-7	5	0.0
Cc1nnc(-c2ccc(Oc3ccc(C)c(C)c3)c([N+](=O)[O-])c2)o1
  -0.7	13	1	-0.2
O=C(COC(=O)c1ccc2c(c1)C(=O)N(C1CCCCC1)C2=O)c1ccc(Br)cc1
  1.5	-8	2	-0.1
CN=C(Nc1ccc2c(c1)OCO2)SC1CC(=O)N(c2ccc(Cl)cc2)C1=O (stereo unspecified)
  0.2	12	11	0.5
COc1ccc(-c2cc3nc(C)c(CCC(=O)N4CCOCC4)c(C)n3n2)c(OC)c1
  1.1	-10	8	-0.3
CCC1CN(Cc2ccc(O)c(OC)c2)Cc2cc(OC)ccc2O1 (stereo unspecified)
  -1.2	-11	2	-0.1
CC1CCC2(CC1)NC(=O)c1ccccc1N2 (stereo unspecified)
  0.3	-4	2	0.1
COc1ccc(OC)c(NC(=O)Cn2c(C)c3cnn(-c4ccccc4)c(=O)c3c2C)c1
  0.3	-8	8	0.0
COc1ccc([N+](=O)[O-])cc1-c1ccc(/C=C2\Sc3ccccc3C2=O)o1
  -1.1	-8	1	-0.1
CC(C)C(NC(=O)CN(c1cccc(Cl)c1Cl)S(C)(=O)=O)C(C)C
  0.9	15	-3	0.5
COc1ccc(CNC(=O)C2CCN(Cc3ccccc3OC)CC2)cc1
  -1.1	5	14	0.5
COc1ccc(NC(=S)NC2CC2)c(OC)c1
  0.3	-1	-3	0.0

Pulled by structure from the list above, seven records:
Every second line gives: GPR151 ag	MITF primary	TEAD-YAP inh	FBW7 act
COc1ccc(NC(=S)NC2CC2)c(OC)c1
  0.3	-1	-3	0.0
COc1ccc([N+](=O)[O-])cc1-c1ccc(/C=C2\Sc3ccccc3C2=O)o1
  -1.1	-8	1	-0.1
COc1nc(NCCO)nc(-c2c(C)noc2C)n1
  0.3	6	-4	0.0
CCC1CN(Cc2ccc(O)c(OC)c2)Cc2cc(OC)ccc2O1 (stereo unspecified)
  -1.2	-11	2	-0.1
COc1ccc(OC)c(NC(=O)Cn2c(C)c3cnn(-c4ccccc4)c(=O)c3c2C)c1
  0.3	-8	8	0.0
O=C(COC(=O)c1ccc2c(c1)C(=O)N(C1CCCCC1)C2=O)c1ccc(Br)cc1
  1.5	-8	2	-0.1
Cc1nnc(-c2ccc(Oc3ccc(C)c(C)c3)c([N+](=O)[O-])c2)o1
  -0.7	13	1	-0.2

(next part)
Every second line gives: GPR151 ag	MITF primary	TEAD-YAP inh	FBW7 act
C1CCN=C(Nc2nnc(C34CC5CC(CC(C5)C3)C4)s2)CC1
  2.0	4	-45	-0.2
COC(C(=O)Nc1ccnn1C1CCN(CCCc2ccccc2)CC1)c1ccccc1 (stereo unspecified)
  -1.5	1	-6	0.2
CCOC(=O)CC(=O)CSCC(=O)Nc1ccc(C)cc1
  0.3	-1	-13	-0.1
COc1ccc(NS(=O)(=O)c2ccc(C(C)C)cc2)cc1
  2.4	0	-1	0.0
CCN(CC)c1ccc(C=Nc2ccc(S(N)(=O)=O)cc2)c(O)c1
  -0.9	-17	12	-0.2
COC(=O)C1CCN(Cc2ccc3c(c2)CN(C(=O)C2CCCC2)CCO3)CC1
  0.0	12	6	0.0
CCCCN1C(=O)CC(C(=O)OCC(=O)Nc2ccc(C)cc2)C1c1ccc(OC)cc1 (stereo unspecified)
  1.4	16	-2	0.2
CS(=O)(=O)N(CC(=O)Nc1ccc(F)c(F)c1)c1ccccc1Cl
  -0.6	-1	7	-0.2
O=C(O)c1ccc(N2C(=O)/C(=C/c3ccc(-c4ccc([N+](=O)[O-])cc4)o3)C=C2c2ccccc2)cc1
  -0.4	29	-7	0.1
O=C(COC(=O)c1cccc(O)c1)Nc1ncc(C(F)(F)F)cc1Cl
  1.0	-11	8	0.1
COc1ccc(-c2nc3c(=O)n(C)c(=O)[nH]c3n2C)cc1
  -0.3	6	8	-0.1
C=CCOc1ccc2c3c(c(=O)oc2c1)CCCC3
  -1.2	-1	10	1.2
O=C(/C=C/c1ccc([N+](=O)[O-])s1)N1CCCCC1
  0.1	14	16	0.0
S=C(Nc1ccc(Oc2ccccc2)cc1)N(CCCN1CCCC1)Cc1cccs1
  0.5	11	-2	-0.3
O=C(NCCNCc1cccs1)c1ccccc1Cl
  -0.6	36	5	-0.1
Cc1ccc(/C=C(\C#N)C(=O)NC2CC2)s1
  -1.6	9	-28	0.2
Cc1ccc(Nc2nc3ccccc3nc2Nc2c(C)n(C)n(-c3ccccc3)c2=O)cc1
  1.1	-9	0	0.2
CCOc1cccc(C2CC(c3cccc(Br)c3)=NC(c3ccc(Cl)cc3)N2)c1O (stereo unspecified)
  1.0	1	-11	-0.1
CCOC(=O)C1(Cc2ccc(OC)cc2)CCN(C(=O)COC)CC1
  3.5	-8	-12	-0.1
COc1cccc(-c2noc(-c3ccc(Cl)cc3)n2)c1
  2.2	16	-38	0.1
Cc1cc(C(=O)CN2CCC(C)CC2)c(C)n1-c1ccc(Cl)c(C(F)(F)F)c1
  -0.3	-8	6	-0.3
Cc1ccc(-c2nnnn2-c2ccc(C)cc2)cc1
  0.1	12	4	0.2
CNS(=O)(=O)c1cc(C(=O)Oc2ccc3c(C)cc(=O)oc3c2)ccc1Cl
  -2.4	3	6	0.6
O=C(O)c1ccc(Oc2ccc3c(c2)C(=O)N(c2ccccn2)C3=O)cc1
  0.4	-8	5	0.0
Cn1cc(CN2CCC3(CC2)CC3C(=O)Nc2ccc3c(c2)OCO3)c2ccccc21 (stereo unspecified)
  -0.7	-9	-7	-0.2
COc1ccc(Cl)cc1N1CC(C(=O)Nc2ccccc2C(F)(F)F)CC1=O (stereo unspecified)
  -0.3	2	-6	0.1
COc1ccc(NC(=O)C2CC2(c2ccccc2)c2ccccc2)cc1 (stereo unspecified)
  -0.5	-4	-9	0.0
COCCNC(=O)c1ccc2c(c1)ncn2-c1cc(Cl)ccc1OC
  -0.3	9	4	0.0
CC1N=C2c3ccccc3N=C(SCC(=O)c3ccc(O)c(O)c3)N2C1=O (stereo unspecified)
  -0.7	2	-8	-0.5
COc1ccc(-c2nc(N)sc2C)cc1
  -2.0	12	-15	-0.1
O=C(CN1C(=O)c2cccc([N+](=O)[O-])c2C1=O)OCC(=O)c1ccc(Cl)c(Cl)c1
  3.0	1	4	0.1
O=C(NC1CC(=O)N(c2ccc3c(c2)OCCO3)C1)N(CCO)Cc1ccccc1 (stereo unspecified)
  -0.3	8	-3	1.1
O=C1NC(=O)C(Cc2ccccc2)(C2CCN(Cc3cn[nH]c3-c3ccccc3)CC2)N1 (stereo unspecified)
  -1.4	6	1	0.0
C=CCNC(=O)N1CCCC(N2CCN(c3ccccc3OC)CC2)C1 (stereo unspecified)
  1.8	8	0	-0.1
Cn1ncc([N+](=O)[O-])c1C(=O)Nc1ccc2c(c1)COC2=O
  -0.4	-12	-8	0.0
CCOC(=O)c1cc2c(=O)n3ccccc3nc2n(CC(C)C)c1=NC(=O)c1c(-c2ccccc2Cl)noc1C
  -1.9	-15	-2	0.0
CN(C)c1cccc(Nc2nccn3c(-c4ccc5c(c4)OCO5)cnc23)c1
  -1.4	8	-2	0.1
Cc1cccc(NC(=O)CCC(=O)N/N=C/c2ccco2)c1
  0.9	17	0	-0.1
COc1cc(/C=C2\SC(=S)N(CCCC(=O)O)C2=O)ccc1O
  1.8	5	62*	0.0
CC(C)(C)c1ccc(C(=O)Oc2ccc(Cl)cc2)cc1
  -1.6	7	-5	0.2
CSc1ncc(C(=O)Nc2cc(F)ccc2F)c(C)n1
  -0.7	5	4	0.6
CCOc1ccc(S(=O)(=O)N(CC(=O)N2CCN(c3ccccc3)CC2)c2ccccc2)cc1
  1.8	11	2	0.1
Cc1cc(C(=O)N2CCC(C(=O)NC(c3ccccc3)c3ccccn3)CC2)no1 (stereo unspecified)
  0.9	15	15	0.1
C=CCNC(=O)COc1coc(CN2CCN(c3cccc(Cl)c3)CC2)cc1=O
  -1.0	13	7	0.4
COc1ccc(NC(=O)C2CCCN2c2nnc(N3CCCC3=O)s2)c(OC)c1 (stereo unspecified)
  -0.1	7	3	0.1
Nc1nonc1-c1noc(Cc2ccc([N+](=O)[O-])cc2)n1
  -0.5	2	-6	0.1
COC(=O)C1=C(C)N=C2SCCC(=O)N2C1c1ccc(OC(C)=O)cc1 (stereo unspecified)
  -0.6	-6	-13	-0.2
CCOC(=O)C(=O)Nc1ccc(S(=O)(=O)Nc2ncccn2)cc1
  0.0	-4	13	0.8
COc1ccc(-c2nc(NC3CCN(Cc4ccccc4)CC3)c3ncn(Cc4ccc(C(F)(F)F)cc4)c3n2)cn1
  0.8	1	-8	0.0
O=C(CSc1nc(=O)n2ccccc2n1)NCc1ccccc1
  1.5	-13	2	0.4
CCCC1=C(C(=O)OCC)C(c2c(OC)ccc3ccccc23)n2c(s/c(=C\c3ccc(-c4cccc(C(=O)O)c4)o3)c2=O)=N1 (stereo unspecified)
  1.1	21	12	0.2
Cc1ccc(NCC(=O)N/N=C/c2c[nH]c3ccccc23)cc1
  3.9	3	10	-0.1
COc1cccc(CNC(=O)CCC2CCCN(C(=O)C3CCOCC3)C2)c1 (stereo unspecified)
  1.9	12	-6	0.0
COc1ccccc1OCCCOc1cccc2cccnc12
  2.6	7	-42	0.1
CCOC(=O)C1(Cc2ccccc2C)CCCN(C(=O)COC)C1 (stereo unspecified)
  0.2	3	-21	-0.2
O=C(O)CSc1nnc(-c2ccccn2)o1
  0.9	-2	-3	0.2
CCCNC(=O)CSc1nc(C(C)(C)C)nc2ccccc12
  0.6	9	-4	0.0
CNC(=O)CN(c1ccc(Cl)c(Cl)c1)S(C)(=O)=O
  1.7	-1	-10	-0.2
COc1cccc(C2CC(c3cccc(OC)c3)n3ncnc3N2)c1 (stereo unspecified)
  1.8	-3	-9	0.0
COc1ccc(CN(CC2CCC(C(=O)O)CC2)C(=S)Nc2cc(C)ccc2C)cc1 (stereo unspecified)
  0.7	-11	8	0.2

Compound profiles, as listed above. Values in the order: GPR151 ag, MITF primary, TEAD-YAP inh, FBW7 act
CCCNC(=O)CSc1nc(C(C)(C)C)nc2ccccc12 in the list: 0.6, 9, -4, 0.0
CCOC(=O)C1(Cc2ccccc2C)CCCN(C(=O)COC)C1 (stereo unspecified) in the list: 0.2, 3, -21, -0.2

The list continues.
Every second line gives: GPR151 ag	MITF primary	TEAD-YAP inh	FBW7 act
C=CCOC(=O)C1=C(C)NC2=C(C(=O)CCC2)C1c1cccc(O)c1 (stereo unspecified)
  -1.6	14	16	0.2
Cc1cccc(NC(=O)N2CCC(n3nnc4cc(C)ccc43)CC2)c1
  0.0	12	-1	0.2
O=C(CCC(=O)c1cccs1)OCCOc1ccc(Br)cc1
  -1.4	-6	1	0.1
COc1cccc(N2C(=O)C3CCCN3C2c2ccc(C)cc2)c1 (stereo unspecified)
  -2.5	5	-1	0.1
CCCCCCC1CCC(C(=O)Oc2ccc(C(=O)OCC)cc2)CC1 (stereo unspecified)
  0.6	7	-2	0.0
CCOC(=O)C1CCCN(Cc2ccsc2)C1 (stereo unspecified)
  1.0	43	-4	0.8
CCCCNc1ncc2c(n1)CC(c1ccccc1Cl)CC2=O (stereo unspecified)
  -0.3	-4	-2	0.0
COC(=O)c1c(-c2ccc(C)cc2)csc1NC(=O)c1cccnc1
  4.0	2	4	0.6
